# SUMO Mot1 rescue = inhibitors of SUMOylation pathway: yeast Mot1-301 growth rescue; AID 2716; growth rescue, % at 18.8 µM; S. cerevisiae Mot1-301 growth rescue, ATP luminescence, 38.5C; percent above DMSO median, 100 means doubled; hit rate 1% among 320,000;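 active = every valid replicate shows activation above 250% relative to neutral control wells; inactive = the rest, any valid replicate at or below 250%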;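 note: OY570 slx delta 5 strain wells were the positive control but not used for scaling; some compounds called inactive have numbers as strong as hits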
# HTR5A ag = counter-screen for OPRM1-OPRD1 agonists: human HTR5A agonism | P47898 | HTR5A agonist assay, luminescence, cell-based | activation, % at 9.3 µM | hit rate 0.61% among 340,000 | AID 504692; in the data active = activation mostly above about 9.5%, no sharp cut-off; inactive = mostly below about 7.6%;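 note: 0% = cells with vehicle only and 100% = reference agonist; strong numbers were not always called active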
# Target sequence (P47898 whole entry, looked up): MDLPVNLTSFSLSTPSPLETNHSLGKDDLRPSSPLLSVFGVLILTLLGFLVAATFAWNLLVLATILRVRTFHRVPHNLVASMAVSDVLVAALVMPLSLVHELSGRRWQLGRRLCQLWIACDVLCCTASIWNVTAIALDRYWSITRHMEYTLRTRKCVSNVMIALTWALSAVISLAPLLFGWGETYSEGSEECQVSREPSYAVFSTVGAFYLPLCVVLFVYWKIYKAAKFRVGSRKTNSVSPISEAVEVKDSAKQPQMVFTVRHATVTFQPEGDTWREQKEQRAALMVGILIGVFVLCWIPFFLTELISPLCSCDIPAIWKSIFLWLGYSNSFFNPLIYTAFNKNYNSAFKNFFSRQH
# Tat transport = inhibitors of E. coli Tat protein transport | E. coli MC4100 TorA-mCherry Tat export, fluorescence | inhibition, % at 10 µM | hit rate 0.036% among 340,000;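 active = mean replicate inhibition at least 50% and at least half of replicates individually reaching 50%; inconclusive = only one of the two criteria met; inactive = neither criterion met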;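 note: exported cargo escapes ClpAP degradation while cytoplasmic cargo is degraded and loses fluorescence; 0% = median of neutral control wells and 100% = median of NaSCN control wells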
# AddAB inh = less growth of phage-infected E. coli with AddAB. E. coli expressing H. pylori AddAB, absorbance growth. inhibition, % at 11.9 µM. hit rate 0.29% among 330,000. AID 435030; in the data active = inhibition above about 12%;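 note: 0% = vehicle wells of infected cells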
# PKA-R2B activ = activators of human PKA-R2B complex | P22694+P31323 | PKA-R2B holoenzyme dissociation, Cy5-IP20 fluorescence polarization; R2B truncated from residue 108, S112A mutant; 0% DMSO only, 100% 113 µM cGMP | activation, % at 11.4 µM | hit rate 0.079% among 340,000;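 active = activation above a cutoff set at the mean over all compounds plus 3 SD, cut at about 18% in these data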;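 note: higher means more holoenzyme dissociation and a rise in polarization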
# phage Ecoli inh = E. coli growth loss with phage present. growth absorbance. inhibition, % at 11.9 µM. hit rate 0.26% among 360,000; in the data active = inhibition above about 11%
# PKA-R1A act = activates the PKA-R1A holoenzyme complex; PKA-R1A dissociation, Cy5-IP20 fluorescence polarization; scaled: DMSO 0%, 113 µM cGMP 100%; activation, % at 11.4 µM; hit rate 0.083% among 340,000; AID 504707;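 active = percent activation above the mean of all tested compounds plus 3 SD, cut at about 19% in these data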;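 note: higher means more PKAc released from R1A so a rise in polarization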
# Ecoli viability = counter-screen for AddAB inhibitors: E. coli growth inhibition; E. coli V3065 growth, OD600 absorbance, 18 h; inhibition, % at 11.9 µM; hit rate 0.27% among 330,000; AID 449728;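 active = inhibition above the campaign's mean inhibition across all tested compounds plus 3 SD, cut at about 9.9% in these data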;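 note: uninfected addAB+ strain grown without phage in ampicillin broth; 0% = DMSO wells and 100% = ciprofloxacin 0.95 µg/ml wells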
# CDK5 inh = blocks human CDK5/p35 kinase activity. Q00535+Q15078. Recombinant CDK5/p35, ADP-Glo luminescence, 60 min. inhibition, % at 10 µM. hit rate 0.01% among 330,000;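 active = highest replicate inhibition of at least 50% and at least 75% of replicates reaching 50%; inconclusive = only one of the two criteria met; inactive = both criteria failed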;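 note: plate controls were DMSO neutral control for no effect and GW8510 at 10 µM for full effect; many of its hits are not listed in these tables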
# HTR5A inv ctr = inverse agonist of human HTR5A in OPRM1-OPRD1 counter-screen; HTR5A cell line, luminescence, inverse agonism; P47898; AID 504634; hit rate 0.083% among 340,000; inhibition, % at 9.3 µM; in the data active = inhibition mostly above about 23%, no sharp cut-off; inactive = mostly below about 18%;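 note: 0% = cells with DMSO and 100% = no-cell wells with DMSO; some compounds called inactive have numbers as strong as hits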
# DAGLB inh = blocks human DAGLB lipase activity; HEK293T DAGLB membrane lysate, EnzChek fluorogenic substrate; hit rate 0.059% among 340,000; inhibition, % at 5.17 µM; Q8NCG7; in the data active = inhibition above about 34%;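 note: 0% = enzyme with vehicle and 100% = wells lacking enzyme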
# Target sequence (Q8NCG7 whole entry, looked up): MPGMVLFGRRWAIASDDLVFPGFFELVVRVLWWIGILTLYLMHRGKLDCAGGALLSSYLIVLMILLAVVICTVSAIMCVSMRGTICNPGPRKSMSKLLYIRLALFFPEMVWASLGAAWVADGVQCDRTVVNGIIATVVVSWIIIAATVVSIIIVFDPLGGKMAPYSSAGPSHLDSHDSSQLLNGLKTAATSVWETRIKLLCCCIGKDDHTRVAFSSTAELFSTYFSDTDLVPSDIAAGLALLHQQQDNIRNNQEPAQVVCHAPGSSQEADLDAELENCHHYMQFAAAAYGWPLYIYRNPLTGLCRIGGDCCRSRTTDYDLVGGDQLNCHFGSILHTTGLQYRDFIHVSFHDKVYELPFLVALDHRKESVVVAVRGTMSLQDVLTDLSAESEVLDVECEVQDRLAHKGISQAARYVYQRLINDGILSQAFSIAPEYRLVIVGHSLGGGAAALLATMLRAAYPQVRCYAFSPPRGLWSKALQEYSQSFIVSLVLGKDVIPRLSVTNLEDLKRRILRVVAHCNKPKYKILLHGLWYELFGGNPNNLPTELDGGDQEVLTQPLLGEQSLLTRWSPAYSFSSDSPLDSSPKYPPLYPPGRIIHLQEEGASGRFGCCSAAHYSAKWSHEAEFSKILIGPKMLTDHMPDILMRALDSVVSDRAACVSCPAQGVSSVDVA
# Numbers without * were called inactive; i = inactive; ? = inconclusive; / = not tested or not shown; & = joins results of further samples.
Structure	AddAB inh	SUMO Mot1 rescue	phage Ecoli inh	HTR5A ag	PKA-R2B activ	PKA-R1A act	CDK5 inh	Tat transport	Ecoli viability	DAGLB inh	HTR5A inv ctr
Cc1c(C(=O)NNC(=O)c2csc(N3CCOCC3)n2)cccc1[N+](=O)[O-]	-0.9	-4	-0.9	-3	-9	5	0.2	2	-1.8	1	7
CC(C)(C)NC(=O)[C@@H]1C[C@@H]2CCCC[C@@H]2CN1C[C@@H](O)[C@H](Cc1ccccc1)NC(=O)[C@H](CC(N)=O)NC(=O)c1ccc2ccccc2n1	-0.3&-1.6	181&-1	1.9&1.6	1&3	3&7	-8&-1	-0.4&1.1	20&17	-0.3&-2.2	2&0	-5&2
Oc1c(Br)cc(Br)cc1/C=N/N1CCN(Cc2ccccc2)CC1	-1.3	842*	3.6	-1	6	-1	-0.2	0	-1.7	-2	5
O=C(CC(=O)c1ccccc1)CC(O)(C=Cc1ccccc1)c1ccccc1 (stereo unspecified)	/	/	8.0	7	-7	6	1.9	-8	/	-15	-27
Cc1ccc(C(=O)Oc2ccccc2N2C(=O)C3CCC(C)CC3C2=O)cc1 (stereo unspecified)	0.2	-8	1.2	1	7	-7	1.0	-11	-2.5	-3	-11
CCC(C)OC1OC(CO)C(O)C(O)C1NC(C)=O (stereo unspecified)	3.2	4	0.0	6	1	-13	-3.0	?	4.9	-1	-57
Cc1ccc(C)c(N(CC(N)=O)S(C)(=O)=O)c1	-0.3	-19	2.2	-1	0	3	-0.3	1	1.0	-4	-41
Cc1cccc2c(=O)oc(-c3ccccc3Cl)nc12	0.5	-25	6.1	0	-9	1	0.2	-7	1.5	2	2
O=C1CC2(CCCC2)C(=O)N1c1ccc(S(=O)(=O)NCC2CC2)cc1Cl	2.4	270	-0.2	-1	-6	10	0.6	-6	2.9	-6	-1
Cc1nnc(SCC(=O)Nc2c(Cl)cccc2Cl)[nH]c1=O	-2.8	-16	1.6	13	-4	-7	0.9	7	0.0	2	-35
c1ccc(-c2noc(C34CC5CC(CC(C5)C3)C4)n2)nc1	-0.4	-11	-1.3	0	-2	6	-0.2	7	0.1	1	0
CCOC(=O)NC(NC(=S)Nc1ccc(OCC)cc1)C(Cl)(Cl)Cl (stereo unspecified)	1.5	12	4.5	-3	12	1	0.4	-3	0.0	6	7
Cc1cc2ncn(C3CC(=O)N(C)C3=O)c2cc1C (stereo unspecified)	3.6	23	3.5	/	-1	-4	0.4	-4	1.2	-2	/
CC1(C)CC(=O)c2cnc(NCC3CCCO3)nc2C1 (stereo unspecified)	3.2	3	1.1	-10	-2	13	-0.3	-5	-0.1	0	23
CC1Cc2ccccc2N1S(=O)(=O)c1cccc(C(=O)NCc2ccncc2)c1 (stereo unspecified)	0.9	1	2.9	1	-2	2	-6.4	-1	-1.4	2	5
COc1ccc(S(=O)(=O)N2CCN(Cc3cccc(OC)c3OC)CC2)cc1	-0.2	-2	1.6	4	-7	-20	-1.1	-13	-0.9	-5	8
O=C(COC(=O)c1ccc(NS(=O)(=O)c2cccs2)cc1O)NCc1ccccc1	2.4	-17	2.3	4	6	5	1.0	0	1.6	0	-41
CCCC(=O)c1c(NC(C)C)cc(C)oc1=O	3.3	-18	3.1	7	2	8	1.1	4	4.0	-2	-56
O=c1[nH]c2ccc(S(=O)(=O)Nc3ccccc3O)cc2[nH]1	2.0	-11	0.4	8	-9	4	0.7	1	0.9	-5	-16
Cc1c2n(c3ccccc13)CC/C2=N\O	0.2	-5	2.9	1	1	8	-1.5	-4	-0.9	2	-2
COc1ccc(Cl)cc1NS(=O)(=O)c1cc(Cl)ccc1OC	-1.8	-26	2.8	-1	4	-7	0.0	-6	-2.4	0	3
CC1CCC/C(=N\NC(=O)COc2ccc(Cl)cc2Cl)C1 (stereo unspecified)	-0.2	/	-0.6	-2	0	-4	-0.6	-1	-3.1	-4	21
COc1ccc(-c2sc3ccccc3c2C#Cc2cncn2C)cc1	1.4	2	2.2	3	-13	0	-0.6	-4	-0.3	-4	-19
COc1ccc(S(=O)(=O)N(Cc2ccc(OC)c(OC)c2)Cc2ccco2)cc1	1.9	55	2.8	0	-5	0	0.9	-1	0.6	-3	-5
N#C/C(=C/c1ccncc1)c1nc2ccccc2s1	2.1	i	1.4	-4	-1	4	0.3	-2	0.5	-2	9

# Reprinted at random: seven records from the list, in no set order.
Structure	AddAB inh	SUMO Mot1 rescue	phage Ecoli inh	HTR5A ag	PKA-R2B activ	PKA-R1A act	CDK5 inh	Tat transport	Ecoli viability	DAGLB inh	HTR5A inv ctr
Cc1cccc2c(=O)oc(-c3ccccc3Cl)nc12	0.5	-25	6.1	0	-9	1	0.2	-7	1.5	2	2
CC1Cc2ccccc2N1S(=O)(=O)c1cccc(C(=O)NCc2ccncc2)c1 (stereo unspecified)	0.9	1	2.9	1	-2	2	-6.4	-1	-1.4	2	5
CC1CCC/C(=N\NC(=O)COc2ccc(Cl)cc2Cl)C1 (stereo unspecified)	-0.2	/	-0.6	-2	0	-4	-0.6	-1	-3.1	-4	21
Cc1c2n(c3ccccc13)CC/C2=N\O	0.2	-5	2.9	1	1	8	-1.5	-4	-0.9	2	-2
Cc1cc2ncn(C3CC(=O)N(C)C3=O)c2cc1C (stereo unspecified)	3.6	23	3.5	/	-1	-4	0.4	-4	1.2	-2	/
COc1ccc(S(=O)(=O)N2CCN(Cc3cccc(OC)c3OC)CC2)cc1	-0.2	-2	1.6	4	-7	-20	-1.1	-13	-0.9	-5	8
Oc1c(Br)cc(Br)cc1/C=N/N1CCN(Cc2ccccc2)CC1	-1.3	842*	3.6	-1	6	-1	-0.2	0	-1.7	-2	5

# (listing goes on)
Structure	AddAB inh	SUMO Mot1 rescue	phage Ecoli inh	HTR5A ag	PKA-R2B activ	PKA-R1A act	CDK5 inh	Tat transport	Ecoli viability	DAGLB inh	HTR5A inv ctr
O=C(NC1CCCCC1)C(c1cccnc1)N(C(=O)c1csnn1)c1ccc(F)cc1 (stereo unspecified)	2.5	-13	-0.9	-1	-2	-6	0.3	6	-2.1	-2	-16
COc1ccc(NC(=O)c2ccc3ccccc3c2)cc1	1.4	324	1.7	4	-4	7	-5.2	-10	-0.8	-2	-16
Cc1cc(NC(=O)CSc2nnnn2-c2ccccc2)no1	-2.7	-5	2.6	0	0	-4	2.7	-9	-4.8	1	1
CCOC(=O)c1sc(Nc2nc3c(OC)cccc3s2)cc1C	2.5	133	1.0	5	-1	1	-2.9	6	-2.0	-5	16
COc1cc(CN(C(=O)c2ccco2)C2CCS(=O)(=O)C2)cc(OC)c1OC (stereo unspecified)	3.9	/	4.0	-1	-6	-5	0.1	0	-4.3	-3	12
O=C(CSCc1ccc(F)cc1)NCc1cccs1	4.1	-4	0.5	2	-13	9	-0.3	-5	-0.1	-1	-4
CNc1nnc(-c2ccco2)s1	1.0	7	1.9	15*	5	-4	-0.1	9	-0.4	1	-4
COc1ccc(C(=O)/C=C2/c3ccccc3CC(C)(C)N2C)cc1OC	-2.8	0	0.1	5	5	6	2.7	-13	-1.0	1	26
Cc1cc(C)nc(NC(=O)NS(=O)(=O)Nc2ccc(Br)cn2)n1	1.1	-9	/	-1	14	3	1.1	2	0.2	-1	-16
COc1ccc(-c2nc3c(C(=O)NCCN(C)C)cccc3c3ccccc23)cc1	/	/	1.6	-1	-10	5	-1.1	1	/	-4	2
Cc1ccc(C2=NC(C)(C)NC2=O)cc1	0.7	-29	1.9	3	1	-9	-0.4	1	-1.3	4	-17
Cc1noc(NS(=O)(=O)c2ccc(NC(=O)/C=C/c3ccc(Br)cc3)cc2)c1C	/	12	0.6	0	2	-11	-0.8	-2	/	6	-1
CCOC(=O)N1CCN(C(=S)NC(=O)c2nn(C)cc2Br)CC1	5.0	5	2.8	-2	-4	-1	-0.1	-1	0.0	3	5
COc1ccc(C/C(C)=N/NC(=O)c2ccc(Cl)cc2)cc1	4.8	-12	2.6	2	5	4	-1.8	4	-1.2	-1	-6
Cc1ccc(-c2nnc(N3CCN(CCO)CC3)c3ccccc23)cc1	0.4	-16	0.6	1	1	3	-2.6	-5	-0.3	1	7
N=C1c2c(cc(=O)n3c2[nH]c2ccccc23)CN1CCN1CCOCC1	-0.6	12	0.3	1	2	-8	-0.3	-5	-0.8	2	-3
Fc1c(F)c(F)c(NC2=NCCCCC2)c(F)c1F	1.8	-7	1.8	1	-16	0	0.0	9	-1.3	3	23
O=C(NCCc1ccccc1)C1CCN(S(=O)(=O)c2ccc(-n3cnnn3)cc2)CC1	1.9	10	3.3	4	3	-3	1.2	3	-0.5	0	-8
O=C(OCCc1ccccc1)c1cc(O)c(O)c(O)c1	5.9	242	4.0	2	-6	-3	-1.4	0	4.2	13	-7
CC(=O)c1cccc(NC(=O)C(C)OC(=O)c2cc(=O)[nH]c3ccccc23)c1 (stereo unspecified)	-0.7	29	0.0	11	6	5	3.3	1	3.5	-1	-27
CCn1c(COc2ccc(Cl)c(C)c2)nnc1SCC(=O)N1CCCC1	1.8	/	-0.2	2	3	0	-3.0	-6	-1.7	0	-4
O=C(NC1CCCCC1)C1CCCN(c2nnnn2-c2ccccc2)C1 (stereo unspecified)	2.2	12	1.8	-1	-5	-26	-0.8	24	-0.3	0	6
CCCN1CCC(NC(=O)Cc2cccc(C)c2)CC1	2.2	-20	0.8	5	-12	0	0.4	0	0.9	-1	-19
Cc1cc(C(=O)c2ccc(C(C)(C)C)cc2)c(NC(=O)CCl)s1	7.9	-13	2.2	3	-3	-9	-1.7	-3	1.2	-1	4
S=C1NCCOCCOCCOCCNC(=S)N2CCOCCOCCN1CCOCCOCC2	-1.0	34	4.7	-2	9	2	1.5	16	1.1	2	6
C/C(=N\Nc1ncc(Cl)cc1Cl)c1ccc2c(c1)OCO2	0.7	-6	0.5	-1	-2	-8	-2.7	-7	0.5	-4	-4
Cc1ccccc1NC1=NC(=S)N(c2ccccc2)C12CCCCC2	4.2	3	3.3	4	-2	-1	-0.1	1	2.4	-5	16

# SUMO Mot1 rescue: hit marks shown above.
Molecule	AddAB inh	SUMO Mot1 rescue	phage Ecoli inh	PKA-R2B activ	PKA-R1A act	CDK5 inh	Tat transport	DAGLB inh
Oc1c(Br)cc(Br)cc1/C=N/N1CCN(Cc2ccccc2)CC1	-1.3	842*	3.6	6	-1	-0.2	0	-2

# High-throughput results as filed in PubChem.

# Rows were taken by chance. About 2.3% of those tested had a hit in this group.
